Assay outcomes (PubChem BioAssay)
5HT1E antag = 5-HT1E receptor antagonists, primary screen, cell-based, HTS. 5-hydroxytryptamine receptor 1E (Homo sapiens), P28566. CHO 5-HT1E Ga15 NFAT-bla reporter, FRET, antagonist. inhibition, % at 6 µM. actives 0.99% (n = 65,000). AID 571, 2007;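 active = inhibition above a set limit, the mean inhibition across every tested compound plus 3 SD, cut at about 29% in these data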;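 note: signal is the 460 over 535 nm emission ratio of beta-lactamase substrate; 0% = agonist plus DMSO wells and 100% = wells without agonist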
HTR1A agonist = human 5-HT1a receptor agonists, primary screen, cell-based, CHO, Ga15 NFAT-bla reporter; actives 0.56% (n = 65,000); AID 567, 2006; 5-hydroxytryptamine receptor 1A (Homo sapiens), P08908; activation, % at 10 µM; CHO 5-HT1a Ga15 NFAT-bla reporter, FRET ratio; 0% basal, 100% maximal reference agonist;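 active = activation above the screen-wide mean activation plus 3 SD, cut at about 19% in these data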;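 note: 0% = DMSO wells and 100% = 5-CT at EC100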
5-HT1A blocker = human 5-HT1a receptor antagonists, primary screen, cell-based, CHO, Ga15 NFAT-bla reporter; actives 0.68% (n = 62,000); CHO 5-HT1a Ga15 NFAT-bla reporter, antagonist mode; inhibition, % at 10 µM; 5-hydroxytryptamine receptor 1A (Homo sapiens), P08908;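 active = inhibition above the mean of all tested compounds plus 3 SD, cut at about 43% in these data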;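 note: receptor stimulated by 5-CT agonist at 100 nM near EC80; beta-lactamase reporter measured by ratiometric fluorescence of a cleavable substrate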
M1 ag = M1 muscarinic receptor agonists, primary screen, CHO-M1 cells, Fluo-4 calcium, agonist mode. Muscarinic acetylcholine receptor M1. Fluo-4 calcium fluorescence; stronger effect = higher value. B-score at 10 µM. actives 3% (n = 64,000). AID 626, 2007;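 active = fluorescence rise, raw or as B-score row- and column-corrected plate score, outside the 99.7% band of its plate's samples, either direction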
HTR1E agonist = 5-HT1E receptor agonists, primary screen, cell-based, HTS; 5-hydroxytryptamine receptor 1E (Homo sapiens), P28566; CHO 5-HT1E Ga15 NFAT-bla reporter, FRET; 0% DMSO wells, 100% control agonist wells; activation, % at 6 µM; actives 0.69% (n = 65,000);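 active = activation above a set limit, the screen-wide mean activation plus 3 SD, cut at about 8.5% in these data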;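 note: 100% = positive control agonist at 1 µM giving full maximal response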
S1P1 ag pot = S1P1 agonists and agonism potentiators, primary screen, cell-based, primary and confirmation screens, CRE-bla reporter; S1P1 CRE-bla cells, forskolin, beta-lactamase FRET, potentiator mode; S1P1 agonist co-added at EC20, 2 nM; 100% = saturating reference agonist, 0% = basal; actives 0.57% (n = 56,000); activation, % at 9.5 µM;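 active = activation above a cutoff set at the mean activation of all tested compounds plus 3 SD, cut at about 54% in these data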;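 note: forskolin at 4 µM as EC80 and the EC20 agonist is SEW2871; 100% = SEW2871 at its EC100 plus forskolin at EC80; some compounds past the cut are filed as inactive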
Target sequence (P21453 whole entry, looked up): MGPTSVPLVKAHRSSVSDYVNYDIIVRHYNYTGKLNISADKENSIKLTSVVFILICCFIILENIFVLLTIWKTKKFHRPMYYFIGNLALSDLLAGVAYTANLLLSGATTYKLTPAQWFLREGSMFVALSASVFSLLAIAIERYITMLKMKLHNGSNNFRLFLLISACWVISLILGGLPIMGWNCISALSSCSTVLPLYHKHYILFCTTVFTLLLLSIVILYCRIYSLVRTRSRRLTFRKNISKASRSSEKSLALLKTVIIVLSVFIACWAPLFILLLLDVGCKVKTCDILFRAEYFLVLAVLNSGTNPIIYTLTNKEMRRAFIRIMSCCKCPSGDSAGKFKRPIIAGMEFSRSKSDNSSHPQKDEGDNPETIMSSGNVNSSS
S1P3 agonist = human S1P3 receptor agonists, primary screen, cell-based, primary and confirmation, NFAT-BLA reporter | S1P3 NFAT-BLA reporter cells, agonism, FRET ratio; relative to 1 µM S1P, basal subtracted | activation, % at 4.5 µM | actives 0.1% (n = 60,000) | AID 373, 2006;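 active = activation above the screen-wide mean plus 3 SD, cut at about 4.5% in these data, passing the limit was not always enough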; note: some compounds called inactive have numbers as strong as hits
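Assay system: stable CHO line with human S1P3, Gα16, NFAT-BLA reporter; Detection: FRET β-lactamase substrate fluorescence, excitation 405 nm, 460/535 nm emission ratio, background-subtracted; Read-out: percent activation versus median 1 µM S1P response, basal-subtracted, per plate; Incubation: cells plated overnight, compound 4 h 37 °C, substrate 2 h RT.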
M1 antagonist = antagonists of rat M1 muscarinic receptor | Muscarinic acetylcholine receptor M1 (Rattus norvegicus), P08482 | CHO-M1 cells, Fluo-4 calcium, ACh EC80 antagonist mode; stronger effect = lower value | actives 3.4% (n = 64,000) | B-score at 10 µM;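 active = calcium fluorescence response, raw or row-and-column corrected B-score, differing from the plate sample mean either way at a set confidence level, mostly lower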
Target sequence (P08482 whole entry, looked up): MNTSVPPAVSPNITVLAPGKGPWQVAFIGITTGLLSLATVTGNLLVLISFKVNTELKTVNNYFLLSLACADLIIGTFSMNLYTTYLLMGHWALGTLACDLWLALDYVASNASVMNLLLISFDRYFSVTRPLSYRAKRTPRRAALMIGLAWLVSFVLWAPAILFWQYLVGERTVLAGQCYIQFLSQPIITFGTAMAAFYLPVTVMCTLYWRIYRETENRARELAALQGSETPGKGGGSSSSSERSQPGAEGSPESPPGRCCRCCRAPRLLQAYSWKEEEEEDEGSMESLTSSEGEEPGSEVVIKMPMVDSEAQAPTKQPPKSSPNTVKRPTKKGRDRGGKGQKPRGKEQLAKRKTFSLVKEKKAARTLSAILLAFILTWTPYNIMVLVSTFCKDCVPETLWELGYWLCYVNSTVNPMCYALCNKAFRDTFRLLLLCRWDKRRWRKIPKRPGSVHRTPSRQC
Jurkat viability = cytotoxicity toward Jurkat T cells, primary screen, cytotoxicity control, cell-based, Jurkat E6.1, 60K MLSMR library; Jurkat E6.1 viability, ATP luminescence, 48 h; inhibition, % at 4 µM; actives 1.2% (n = 56,000); AID 463, 2006;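 active = inhibition above the mean inhibition of all tested compounds plus 3 SD, cut at about 28% in these data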
* hit, by the source's call; . = not tested or not shown.

SMILES	5HT1E antag	HTR1A agonist	5-HT1A blocker	M1 ag	HTR1E agonist	S1P1 ag pot	S1P3 agonist	M1 antagonist	Jurkat viability
Cc1ccc(C)n1-c1cc(S(=O)(=O)N2CCOCC2)ccc1N1CCCC1	3.5	-0.3	-18.7	0.662	-0.3	23.8	0.0	-0.12	-0.5
CCCc1[nH]nc2c1C(c1ccc(Br)s1)C(C#N)=C(N)O2 (configuration not stated)	13.7	-0.8	8.6	0.00169	-0.6	21.8	-0.1	0.255	29.4*
CCN(CC)c1ccc(N2C(=O)c3ccccc3C2=O)cc1	-7.2	-2.4	1.5	-0.392	-0.7	-14.4	-1.0	-2.04	-1.6
CCP(=O)(CC)c1cccc(N)c1	6.9	-1.6	-4.8	0.579	-0.2	0.7	-1.6	0.928	-4.8
CCOC(=O)c1ccccc1NC(=O)CSc1nnc(COc2ccccc2)n1CC	10.8	0.7	2.6	0.104	-0.4	5.3	0.0	0.669	6.2
c1cncc(CNc2c3c(nc4nnnn24)CCCC3)c1	-1.1	-1.1	9.1	-0.33	-0.4	.	.	-0.699	.
CCCC1CCC(C(=O)Nn2c(C)nc3ccccc3c2=O)CC1 (configuration not stated)	6.8	-1.3	-2.1	0.366	0.5	-16.7	-1.1	-0.0254	12.1
COc1cccc(C(=O)CSc2nnc(CNS(=O)(=O)c3ccc(C)cc3)n2C)c1	-9.2	0.6	2.3	0.347	0.9	13.1	-0.8	-0.0189	6.2
O=C(CSc1nnc2sc3ccccc3n12)N1CCN(c2ccccc2)CC1	16.0	-1.3	3.1	1.12	-0.7	14.9	0.0	0.574	-2.2
CCCCn1c(=NC(C)=O)c(C#N)cc2c(=O)n3cccc(C)c3nc21	-4.2	0.6	-1.8	21.2*	0.3	-17.0	0.8	0.0486	-5.7
Cn1c(=NC(=O)CSCC(=O)N2CCCCC2)sc2ccccc21	-8.8	0.2	-3.4	-0.071	0.3	.	.	-1.21	.
CCN(CC)S(=O)(=O)c1ccc2oc(SCC3CN=C(c4ccc(OC)cc4)S3)nc2c1 (configuration not stated)	-1.6	1.1	11.4	8.05*	-0.2	-0.6	-2.1	-0.806	2.1
O=C(COC(=O)CCNS(=O)(=O)c1ccc(Cl)cc1)NCc1ccco1	-1.6	-6.3	4.2	1.42	0.1	-56.7	0.1	-2.82*	0.3
COc1ccc(NC(C)=O)cc1NC(=O)CCn1c(=O)sc2ccccc21	-2.5	-0.2	4.4	0.393	0.3	-3.4	-0.5	0.0585	9.1
O=C(NCCc1ccccc1)c1cnn2c(C(F)F)cc(C3CC3)nc12	18.5	2.5	4.3	0.00373	1.3	.	-0.1	-0.42	0.0
CCn1cnc2sc(C(=O)O)c(C)c2c1=O	-3.7	0.1	-7.0	-0.0293	-1.3	.	.	-0.2	.
CC(NC(=O)CN1CCN(Cc2ccc(Cl)cc2)C1=O)c1ccc2c(c1)OCCO2 (configuration not stated)	5.6	0.2	6.9	0.106	0.9	21.7	-1.9	-0.753	0.3
O=C(CN1C(=O)c2ccccc2S1(=O)=O)NCCSCc1ccco1	3.8	-2.8	.	-0.122	-1.3	-9.9	-0.6	-0.925	.
O=C(Nc1ccccc1Cl)c1ccc2c(c1)N(Cc1ccc(F)cc1)C(=O)CS2=O (configuration not stated)	-6.7	-0.7	-6.3	-1.36	0.3	-1.3	-0.8	0.779	0.8
COC(=O)Nc1nc2c(s1)CCCC2	9.6	-1.6	5.6	0.151	-1.4	-7.4	-0.6	-3.07*	3.8
N#CC1=C(N)NC(SCc2ccc(F)cc2)=C(C#N)C12CCCCC2	3.9	-2.0	.	3.5	-1.1	35.5	-3.8	-1.47	.
CN1CCN(CCCNC(=O)c2cc3c(-c4ccc(Cl)cc4)nn(C)c3s2)CC1	-15.2	0.9	16.2	0.136	0.5	-58.5	-4.0	-0.883	0.3
O=C(CCS(=O)(=O)c1cccc2nonc12)NCCc1ccccc1	3.7	-3.3	-5.0	0.271	-0.1	.	.	0.854	.
COc1cc(C(=O)N2CCN(c3ncnc4sc(C)c(C)c34)CC2)cc(OC)c1OC	10.0	4.1	3.2	-1.1	-0.3	36.6	-1.6	-0.437	76.2*
O=C1CC(c2ccc(Cl)c(Cl)c2)CC(O)=C1C=NCCN1CCNCC1 (configuration not stated)	-9.7	1.6	16.6	0.208	-0.2	-8.0	-2.1	-13.2*	3.5
CC1CN(S(=O)(=O)Cc2ccccc2)CC(C)O1 (configuration not stated)	-0.5	0.5	-3.4	0.139	0.6	.	-0.6	0.511	4.9
c1ccc2c(c1)nc(NCCN1CCOCC1)c1nncn12	-0.8	2.2	-1.6	-0.307	1.1	-35.5	-0.5	0.731	3.1
Cn1c(=O)[nH]c(=O)c2c1nc(N1CCOCC1)n2CCN1CCOCC1	-4.5	0.0	-23.6	0.29	0.3	7.9	0.2	-1.03	-9.3
Cc1cc(NS(=O)(=O)c2ccc(NC(=O)COc3ccccc3Cl)cc2)no1	-2.5	0.8	-14.6	-0.361	-0.3	8.1	-0.1	-0.967	-11.9
COC(=O)c1cc2sc(Cl)cc2n1CC(=O)N1CCCc2ccccc21	-1.1	-2.4	26.3	-0.284	-1.8	-17.1	-1.0	-0.0863	4.6
Cc1ccc2c(c1)NC(=O)C(CC(=O)O)O2 (configuration not stated)	-11.8	-1.7	-11.9	-0.53	0.2	-0.9	0.3	-0.844	-3.7
CCn1c(=O)n(CC(=O)N(C)Cc2ccccc2)c(=O)c2ccccc21	4.3	-1.7	-8.1	0.0606	-0.3	-6.0	0.3	-0.339	-4.1
Cc1ccccc1-n1nnnc1SCc1ncc(-c2ccccc2)o1	8.6	-1.4	0.4	-0.701	-0.6	-16.0	-0.7	-0.353	-5.3
N#Cc1c(NC(=O)c2nc3ncccn3n2)sc2c1CCCCC2	10.9	-3.5	17.2	-1.8*	-0.3	.	-1.2	0.106	2.8
COCCN1C(=O)c2oc3cc(C)c(C)cc3c(=O)c2C1c1ccc(O)cc1 (configuration not stated)	4.1	0.1	-0.6	0.652	-0.3	5.8	0.0	1.29	-5.1
CN(Cc1ccccc1)Cc1c(F)cccc1F	11.7	-1.3	9.7	0.436	-0.6	4.9	-1.3	-0.041	4.8
O=C(Nc1ccc(C2CCCCC2)cc1)C1CCN(c2ncccn2)CC1	-4.6	-0.3	7.2	0.444	0.8	-0.6	0.0	-0.683	1.6
COc1ccccc1N=c1oc2cc(O)ccc2cc1C(N)=O	-24.6	44.7*	-92.1	7.6*	18.8*	-52.0	1.5	-1.69	43.3*
CC(C)C(=O)N1CCN(c2nc(-c3ccccc3)c3c(c2C#N)CCCC3)CC1	-2.4	2.2	.	0.537	0.0	-8.1	-2.2	-1.66	.
O=C(c1ccc(-c2ccccc2)cc1)N1CCCC1	-0.3	2.3	3.5	-0.00391	0.3	.	-0.9	0.279	-6.8
CSc1nncn1/N=C/c1cc(Cl)ccc1F	23.6	-2.6	-1.4	0.545	0.0	3.8	-0.8	0.00963	9.5
Cc1cc(Cl)cc(Br)c1OCCCCn1cncn1	-11.0	-1.3	1.2	-0.848	0.5	.	-0.7	-0.0899	5.7
NC(=O)c1ccccc1N/C=C/C(=O)c1ccccc1	-1.9	-6.8	22.3	1.09	-0.3	22.6	-1.1	1.57	7.5
COc1ccccc1NC1=C(C)C(=O)CC1	-15.0	-1.0	3.8	0.83	0.6	-48.4	-0.8	-0.11	-2.8
COc1ccc2c(CC(=O)Nc3ccc(OC)c(NS(=O)(=O)c4ccc(F)cc4)c3)coc2c1	-0.8	-2.0	0.9	-1.47	1.0	36.4	-1.3	0.475	3.4

Profiles, quoted from the list.
CCCCn1c(=NC(C)=O)c(C#N)cc2c(=O)n3cccc(C)c3nc21 as listed: 5HT1E antag: -4.2; HTR1A agonist: 0.6; 5-HT1A blocker: -1.8; M1 ag: 21.2*; HTR1E agonist: 0.3; S1P1 ag pot: -17.0; S1P3 agonist: 0.8; M1 antagonist: 0.0486; Jurkat viability: -5.7
O=C(Nc1ccccc1Cl)c1ccc2c(c1)N(Cc1ccc(F)cc1)C(=O)CS2=O (configuration not stated) as listed: 5HT1E antag: -6.7; HTR1A agonist: -0.7; 5-HT1A blocker: -6.3; M1 ag: -1.36; HTR1E agonist: 0.3; S1P1 ag pot: -1.3; S1P3 agonist: -0.8; M1 antagonist: 0.779; Jurkat viability: 0.8
CCn1c(=O)n(CC(=O)N(C)Cc2ccccc2)c(=O)c2ccccc21 as listed: 5HT1E antag: 4.3; HTR1A agonist: -1.7; 5-HT1A blocker: -8.1; M1 ag: 0.0606; HTR1E agonist: -0.3; S1P1 ag pot: -6.0; S1P3 agonist: 0.3; M1 antagonist: -0.339; Jurkat viability: -4.1

More structures follow:
SMILES	5HT1E antag	HTR1A agonist	5-HT1A blocker	M1 ag	HTR1E agonist	S1P1 ag pot	S1P3 agonist	M1 antagonist	Jurkat viability
O=C(Cn1nc(C(=O)O)c2ccccc2c1=O)NCCC1=CCCCC1	1.3	-0.9	-5.2	-0.958	0.4	-4.5	-0.2	1.53	-6.5
CCc1nc(C)cn1S(=O)(=O)c1ccc(Cl)c(Cl)c1Cl	-8.5	0.6	0.6	2.32	0.1	.	-1.1	-1.21	0.3
Cc1cccc2c1N(CC(=O)OC(C)C)C(=O)C2=O	-1.9	0.0	14.7	0.125	0.3	6.7	-0.6	0.164	-7.8
COc1cc(S(=O)(=O)Nc2ccccc2C)ccc1Cl	4.7	-2.1	3.0	-0.318	-0.6	-5.2	-1.0	-0.209	3.0
CCCOc1ccc(C2/C(=C(\O)c3c(C)[nH]c(C(=O)OC)c3C)C(=O)C(=O)N2CCN(C)C)cc1 (configuration not stated)	-5.7	-4.3	-6.5	-0.96	-0.1	-9.8	-0.2	-0.0293	-6.7
O=S(=O)(NCCc1csc(-c2cccnc2)n1)c1cccs1	9.4	0.5	-5.4	1.92	0.0	9.2	-0.8	-1.17	14.8
Cc1ccc(-n2c(Cn3cnc4ccccc43)nnc2SCC(=O)O)cc1	3.2	0.5	4.7	0.552	-0.3	-4.9	-1.1	0.384	-0.6
COC(=O)C1=C(CSc2nc3ccccc3o2)NC(=O)NC1c1cc(C)ccc1C (configuration not stated)	-1.3	3.7	-20.1	0.788	0.2	.	-0.3	-0.669	10.3
CC12CN3CC(C)(CN(C1)C3c1cc3ccccc3[nH]1)C2=O (configuration not stated)	-1.6	1.0	-7.3	-0.366	0.4	0.1	0.2	0.0155	-9.1
O=C(OCC(=O)N1CCN(c2ccccc2)CC1)c1ccco1	-1.7	-4.2	12.0	1.12	-0.6	-11.2	-0.8	-0.264	-1.1
